GLP-1R agonist: qHTS of GLP-1 Receptor Agonists | HEK293 GLP-1R CRE-luciferase, luminescence, 4-6 h; cells express a hypersensitive GLP-1R form | Potency, µM (titrated, usually from 45.6 µM), without a hit: top-dose activation, most hits filed as activators | 380,000 compounds, 0.007% hits | AID 624172, 2012; also: potency is read from the fitted curve at half-maximal effect; % of control where 0% means no effect
Target sequence (P43220 whole entry, looked up): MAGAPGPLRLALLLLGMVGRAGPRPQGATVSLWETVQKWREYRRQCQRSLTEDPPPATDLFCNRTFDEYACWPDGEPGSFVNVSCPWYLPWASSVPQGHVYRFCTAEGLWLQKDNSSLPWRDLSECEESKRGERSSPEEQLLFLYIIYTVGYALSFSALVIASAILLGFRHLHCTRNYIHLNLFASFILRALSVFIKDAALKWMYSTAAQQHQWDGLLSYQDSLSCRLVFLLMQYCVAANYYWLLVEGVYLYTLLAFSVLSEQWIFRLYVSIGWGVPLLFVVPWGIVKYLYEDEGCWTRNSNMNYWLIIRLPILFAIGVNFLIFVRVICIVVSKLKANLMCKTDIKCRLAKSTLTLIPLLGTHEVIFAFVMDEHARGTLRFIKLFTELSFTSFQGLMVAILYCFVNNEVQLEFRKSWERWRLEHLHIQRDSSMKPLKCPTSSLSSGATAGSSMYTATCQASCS
HT1080 IDH1KD tx: qHTS for induction of synthetic lethality in tumor cells producing 2HG: qHTS for the HT-1080-IDH1KD cell line; HT-1080 IDH1 knockdown viability, ATP luminescence, 48 h; Potency, µM (titrated, usually from 46.1 µM), inactives show top-dose activity, negative = toxicity, usual class: cytotoxic; 360,000 compounds, 2% hits; AID 686971, 2013;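 also: potency is read from the fitted curve at half-maximal effect; 0% = DMSO wells and -100% = cell-free medium wells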
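Cytotoxicity counter-line: IDH1KD HT-1080, 48 h, CellTiter-Glo. Curves classed by r2, magnitude and activity.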
DRD3 antagonist: qHTS of D3 Dopamine Receptor Antagonist: qHTS. D(3) dopamine receptor (Homo sapiens), P35462. max response, negative = inhibition, %. D3R cells, DiscoveRx beta-arrestin luminescence, antagonist mode; hits give low values. 360,000 compounds, 2.5% hits; in the data active = max response below about -50%; inconclusive = no clear call, values can overlap the other calls; also: % is scaled to controls: 0 for no effect and ±100 for the full control effect; mostly tested at two doses, the higher about 12 µM
Target sequence (P35462 whole entry, looked up): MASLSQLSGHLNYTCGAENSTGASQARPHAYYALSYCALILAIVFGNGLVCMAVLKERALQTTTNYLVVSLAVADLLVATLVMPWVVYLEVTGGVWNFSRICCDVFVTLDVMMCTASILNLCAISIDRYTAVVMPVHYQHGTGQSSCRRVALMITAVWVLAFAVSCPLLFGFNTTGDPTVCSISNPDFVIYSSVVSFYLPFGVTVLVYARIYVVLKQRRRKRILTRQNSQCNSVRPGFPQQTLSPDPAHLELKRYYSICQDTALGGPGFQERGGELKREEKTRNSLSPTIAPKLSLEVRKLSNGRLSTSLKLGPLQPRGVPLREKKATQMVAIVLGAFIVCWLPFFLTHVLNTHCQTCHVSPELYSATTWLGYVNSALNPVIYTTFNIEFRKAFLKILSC
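Cells expressing the human receptor were seeded at 1500 cells/well, incubated overnight at 37 degrees C in 5% CO2, then exposed to library compounds with dopamine controls for 90 minutes at 37 degrees C before luminescent detection.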
DRD3 agonist: qHTS of D3 Dopamine Receptor Agonist: qHTS. D(3) dopamine receptor (Homo sapiens), P35462. D3R DiscoveRx beta-arrestin cells, luminescence, 90 min. max activation, %. 410,000 compounds, 0.58% hits; in the data active = max activation above about 30%; also: 0% is about no effect; mostly tested at two doses, the higher about 12 µM
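Cells at 1500/well, incubated overnight, then treated with pinned compounds (dopamine as control) for 90 min at 37 degrees C. DiscoveRx reagent added for 30 - 60 minutes at room temperature; luminescence read.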
HT1080NT lethal: qHTS for induction of synthetic lethality in tumor cells producing 2HG: qHTS for the HT-1080-NT fibrosarcoma cell line. HT-1080-NT fibrosarcoma viability, CellTiter-Glo ATP luminescence, 48 h. Potency, µM (doses to about 46.1 µM), without a hit: at the highest dose activity, negative = less viability, hits mostly cytotoxic. 360,000 compounds, 1.6% hits;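 also: NT is the 2HG producing partner of a matched IDH1 knockdown line; potency is read from the fitted curve at half-maximal effect; 0% = DMSO-treated cells and -100% = media-only wells without cells; nearly all actives have a fitted effect of over 55% in size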
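Luminescent CellTiter-Glo readout after 48 hours of compound exposure at 37 degrees C defined viability of HT-1080-NT cells. Activity was normalized to DMSO wells and cell-free media wells; concentration-response curves were fitted and assigned curve classes.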
KB-V1 MDR tox: qHTS assay for MDR1-selective chemotherapeutics: Primary screen using the drug-selected MDR subline cells KB-V1; AID 1347076, 2019; 400,000 compounds, 3.4% hits; KB-V1 MDR cells viability, CellTiter-Glo, 72 h; Potency, µM (titrated, usually from 46.1 µM), inactives show at the highest dose activity change, negative = cytotoxicity, most hits filed as cytotoxic; also: potency is read from the fitted curve at half-maximal effect; % is scaled to controls: 0 for no effect and ±100 for the full control effect; nearly all actives have a fitted effect of over 60% in size
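Readout: CellTiter-Glo luminescence, 10 min after addition. Cells: KB-V1 MDR subline, 72 h at 37 degrees C with compound. Analysis: corrected, normalized data fitted to concentration-effect curves.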
KB-3-1 tox: qHTS assay for MDR1-selective chemotherapeutics: Primary screen using the parental adenocarcinoma cell KB-3-1; Potency, µM (doses to about 46.1 µM), inactives show top-dose activity change, negative = cytotoxic, most hits filed as cytotoxic; AID 1347075, 2019; KB-3-1 viability, CellTiter-Glo ATP luminescence, 72 h; 400,000 compounds, 1.4% hits; also: potency is read from the fitted curve at half-maximal effect; % is scaled to controls: 0 for no effect and ±100 for the full control effect; nearly all actives have a fitted effect of over 60% in size
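Viability of parental KB-3-1 cells, measured by CellTiter-Glo luminescence, followed a 72 h incubation at 37 °C with pinned compounds in phenol-red-free DMEM containing 10% FBS.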
SW480 rereplic: A quantitative high throughput screen for small molecules that induce DNA re-replication in SW480 colon adenocarcinoma cells. AID 624297, 2012. SW480 DNA re-replication, Hoechst DNA content imaging, 48 h. Potency, µM (series often up to 46.1 µM), without a hit: top-dose re-replication activation, most hits filed as activators. 340,000 compounds, 1.8% hits; also: potency is read from the fitted curve at half-maximal effect; % of control where 0% means no effect; nearly all actives have a fitted effect of over 55% in size
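Image-based read-out: total Hoechst fluorescence of nuclei (405 nm excitation, 500-530 nm emission), with hits raising the fraction of high-intensity nuclei. SW480 colon cells incubated 48 hr with compounds at 37 C.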
IL-1B inflam inh: qHTS for Inhibitors of Inflammasome Signaling: IL-1-beta AlphaLISA Primary Screen; THP-1 LPS/ATP IL-1B secretion, AlphaLISA, 16 h; hits give low values; activity change, % at 57.5 µM; 360,000 compounds, 4.7% hits; AID 743279, 2014; in the data active = activity change below about -50%; inconclusive = mostly about -30% to -49%; also: % is scaled to controls: 0 for no effect and ±100 for the full control effect
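Secreted IL-1B measured by AlphaLISA bead assay after 16 h compound exposure of THP-1 cells; compounds (final up to 57.5 uM) added 1 h before LPS (250 ng/mL) and ATP (1.25 mM) stimulation; lower signal means less secretion.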
The depositor's hits bear a star; ? = inconclusive; . = no result given; [ ] = dose if it differs, or a comment. Unless noted, calls follow the shape of the dose curve; as a rule, active = well fitted curve in the direction sought with a large enough effect; inconclusive = small, poorly fitted or top-dose-only effect, or another doubt; inactive = no such curve, though single readings can be large; an effect the other way counts as inactive or inconclusive.

SMILES	GLP-1R agonist	HT1080 IDH1KD tx	DRD3 antagonist	DRD3 agonist	HT1080NT lethal	KB-V1 MDR tox	KB-3-1 tox	SW480 rereplic	IL-1B inflam inh
CCOC(=O)n1c(O)c(N=NC(N)=S)c2cc(C)ccc21	-1%	-2%	-2	2	0%	11%	-2%	-45%	5
O=C(CN1CCN(C(=O)c2ccco2)CC1)Nc1ccc2c(c1)OCO2	-6%	12%	-5	3	4%	-24%	-1%	-6%	21
O=C(CN1CCC(NC(=O)c2cccc(F)c2)CC1)NCc1cccs1	3%	6%	16	-9	11%	-14%	4%	-5%	-1
COc1ccc(CNC(=O)C(c2ccco2)N(C(=O)Cc2cccs2)c2cccnc2)cc1 (stereo not drawn)	5%	4%	3	4	18%	?	8%	-1%	0
CCc1ccc(NC(=O)CSc2n[nH]c(C)c2[N+](=O)[O-])cc1	-10%	6%	?	-7	7%	0%	6%	?	6
CCOc1cc(/C=N/NC(=O)CN2CCOCC2)ccc1OCc1ccccc1	19%	10%	-13	-4	-1%	?	-6%	-16%	0
CCc1ccc(-n2nc3ccc(NC(=O)c4ccc(C#N)cc4F)cc3n2)cc1	0%	.	.	2	.	2%	-4%	.	.
COCC(=O)N1CCC(Oc2ccc(C(=O)N3CCCCC3COC)cc2)CC1 (stereo not drawn)	-3%	-1%	-16	2	?	23%	0%	-8%	9
Cc1ccc([N+](=O)[O-])cc1NC(=S)NCCc1ccccc1	-1%	-1%	?	-16	-1%	?	-6%	-4%	-9
Cc1ccc(S(=O)(=O)N2CCC(C(=O)OCC(=O)N3CC(C)CC(C)C3)CC2)cc1C (stereo not drawn)	8%	13%	-4	-7	14%	10%	2%	?	8
CCOC(=O)C1=C(c2ccccc2)Nc2c(c(=O)n(C)c(=O)n2C)C1c1ccc(O)c(OC)c1 (stereo not drawn)	-3%	-10%	4	2	-1%	-3%	-1%	1%	0
Cc1cc(CCNC=O)c(C)c2c1sc1ccccc12	14%	-10%	16	5	-6%	16µM*	16µM*	3%	?
COc1ccc(OC)c(C(=O)NC(CC(N)=O)c2ccc(N3CCC(N4CCCCC4)CC3)c([N+](=O)[O-])c2)c1 (stereo not drawn)	0%	2%	6	-7	24%	-3%	1%	8%	13
Cn1cc(S(=O)(=O)N2CCN(C(=O)c3ccco3)CC2)c(=O)n(C)c1=O	4%	3%	-15	3	-16%	-5%	13%	-18%	7
C=CCN(CC=C)S(=O)(=O)c1ccc(NC(=S)NC(=O)C2CC2)cc1	10%	?	?	-5	?	-26%	-16%	116%	7
Cc1cccc(N2CCN(S(=O)(=O)c3cc4c(cc3Cl)NC(=O)CO4)CC2)c1C	-2%	1%	4	2	-8%	1%	-6%	2%	11
N=c1c2c3c(sc2ncn1N)CCCCC3	-6%	-5%	-7	2	-3%	10%	3%	-14%	-5
CC(=O)Cc1nsc(NC(=O)c2ccc(-c3cc(Cl)ccc3Cl)o2)n1	0%	23µM*	-3	-4	21µM*	?	?	?	2
CN1CCN(S(=O)(=O)c2ccc(NS(=O)(=O)c3ccccc3)cc2)CC1	-6%	7%	-15	-6	0%	.	.	2%	6
COc1ccc(CCN(/C=C2\Sc3ccccc3C2=O)C(C)=O)cc1OC	9%	-3%	7	-1	0%	3%	10%	28%	45
CCNc1nc(NCC)nc(NS(=O)(=O)c2ccc(N)cc2)n1	0%	11%	10	4	9%	3%	0%	-30%[inhibitor]	-12
Cc1ccc(SC(=O)COc2ccccc2C)cc1	-9%	10%	7	1	6%	10%	-12%	-18%	-30
O=C(Oc1c(-c2ccccc2Cl)oc2ccccc2c1=O)c1ccc(Cl)cc1	-12%	18%	-5	-3	10%	?	3%	-3%	-1
COc1cc(NC(=O)c2ccccc2)c(C)cc1NC(=O)CC(CC(=O)O)c1ccccc1 (stereo not drawn)	9%	8%	1	16	-4%	14%	7%	-7%	20
CCOC(=O)N1CCC(NC(=O)c2cc3c(=O)n(C)c4ccccc4c3n2C)CC1	3%	1%	16	-2	1%	0%	-21%	14%	-5
CC1OC(CCc2cccc(Cl)c2)Cc2[nH][nH]c(=O)c21 (stereo not drawn)	0%	-13%	0	-10	-13%	-10%	?	.	9
CCCCCCC(=O)N1CCCC(c2nc(-c3cccc(OC)c3)no2)C1 (stereo not drawn)	25%	-2%	7	20	-6%	?	-2%	5%	-62*
CCOC(=O)c1c(C)n(C)c2cc(Br)c(OC)cc12	19%	6%	4	2	6%	?	7%	-59%[inhibitor]	14
O=C(COC(=O)c1cc(=O)c2ccccc2o1)NCc1ccc(Cl)cc1	7%	-4%	?	-10	-4%	16%	-4%	.	12
O=C(O)CCC(=O)N1N=C(c2ccc(Br)cc2)CC1c1cccs1 (stereo not drawn)	-9%	8%	18	3	9%	3%	-15%	-1%	24
CCOC(=O)c1sc2c(c1C)c(=O)n(CCO)c(=O)n2Cc1ccccc1	20%	2%	-4	-2	?	-3%	1%	-24%	-1
COc1ccc(C(=O)N2CCCCC2)cc1S(=O)(=O)Nc1ccccc1	0%	14%	14	1	-13%	-11%	-4%	0%	16
O=C(Nc1ccc2c(c1)OCCO2)C(=O)NC1CC1	2%	-7%	4	-10	1%	-2%	23%	-16%	-6
Cc1ccc(S(=O)(=O)N[C@@H](CC(C)C)C(=O)N2CCC(C(=O)N[C@H](C(=O)O)C(C)C)CC2)cc1	-4%	8%	24	20	15%	0%	0%	2%	6
O=C(COC(=O)c1cccc(S(=O)(=O)NCc2ccccc2)c1)c1ccccc1	4%	1%	2	0	5%	-23%	-10%	-3%	11
Cc1nc(Nc2ccccc2)sc1-c1ccccc1	-21%	?	?	7	?	?	?	.	-13
CSc1nc2[nH]c3c(c2c2ncnn12)CCCC3	8%	-10%	34	-9	-3%	-7%	-14%	-2%	-13
OC(c1ccc(F)c(F)c1)c1nc(-c2ccc(Cl)cc2)cs1 (stereo not drawn)	-4%	?	-2	-12	-18%	1%	0%	.	1
O=S(=O)(Nc1nc2ccccc2nc1Cl)c1cccc(C(F)(F)F)c1	0%	?	-12	-12	?	-22%	-5%	-3%	51
CSc1ccc(Cl)c(C(=O)OCC(=O)N2CC(C)OC(C)C2)c1 (stereo not drawn)	-1%	-2%	20	0	10%	14%	15%	2%[9.22 µM]	5
CCCN1CCN(C2CCCCC2NS(=O)(=O)c2ccccc2)CC1 (stereo not drawn)	-2%	-3%	-4	-16	-7%	13%	2%	?	1
CCCc1nc2c3ccccc3ccn2c1Cc1ccc(C)cc1	1%	?	?	7	?	9%	-1%	.	58
Cc1c(C(=O)N2CCCC2)oc2c1-c1nn(CC(=O)NCCCN3CCCCC3)cc1CC2	-6%	10%	4	-6	1%	?	32%	-10%	-27
CCc1nc(NC2CCCCC2)c(C#N)c2c1COC(C)(C)C2	3%	-5%	50	2	-9%	?	?	-2%	-18
CCOc1cc(C2C3=C(CCCC3=O)Nc3ccc4ncccc4c32)ccc1O (stereo not drawn)	10%	?	6	-4	?	9%	13µM*	18µM*	22
CC1CCC2(CC1)NC(=O)N(CC(=O)c1ccc(CNC(=O)C(C)(C)C)s1)C2=O (stereo not drawn)	0%	1%	3	-2	0%	-8%	3%	-3%	8
CSc1nnc2c(n1)OC(C)N(C(=O)c1ccccc1)c1ccccc1-2 (stereo not drawn)	4%	-10%	15	-1	-11%	3%	-1%	10%	15
O=C(NCC1CCCO1)c1onc(CSc2ccccc2)c1C(=O)O (stereo not drawn)	-1%	4%	7	9	8%	0%	9%	-9%	9
CC(C)C(Nc1ccc(S(=O)(=O)N2CCOCC2)cc1[N+](=O)[O-])C(=O)O (stereo not drawn)	-2%	9%	-14	-3	14%	1%	-7%	12%	-4
COc1ccc(C=C2SC(=S)NC2=O)c(OC)c1OC	0%	?	?	2	-7%	15µM*	?	10%	?
O=C(CCSCCC(=O)NCc1ccccc1)NCc1ccccc1	-3%	-1%	13	6	4%	17%	7%	-1%	22
CC(C)(CO)NCC(O)Cn1cc(C=O)c2ccccc21 (stereo not drawn)	28%	-1%	-22	-2	7%	-8%	2%	-10%	15
CCN1CCN(CC(=O)Nc2ccc(OC(F)(F)F)cc2)CC1	2%	19%	?	-18	5%	6%	1%	-3%	-17
CC1=C(C(=O)Nc2ccccc2C(=O)NCc2ccccc2)SCCO1	8%	-9%	17	-2	3%	0%	-23%	-13%	-8
CCN(CC)CC#CCC(O)(c1ccccc1)C1CCCCC1 (stereo not drawn)	1%	-22%	-2	-9	-1%	?	-2%	18%	?

Random excerpt: two compounds from above
SMILES	GLP-1R agonist	HT1080 IDH1KD tx	DRD3 antagonist	DRD3 agonist	HT1080NT lethal	KB-V1 MDR tox	KB-3-1 tox	SW480 rereplic	IL-1B inflam inh
O=C(NCC1CCCO1)c1onc(CSc2ccccc2)c1C(=O)O (stereo not drawn)	-1%	4%	7	9	8%	0%	9%	-9%	9
CCN1CCN(CC(=O)Nc2ccc(OC(F)(F)F)cc2)CC1	2%	19%	?	-18	5%	6%	1%	-3%	-17

Record cards, as listed above. Order of screens: GLP-1R agonist, HT1080 IDH1KD tx, DRD3 antagonist, DRD3 agonist, HT1080NT lethal, KB-V1 MDR tox, KB-3-1 tox, SW480 rereplic, IL-1B inflam inh
CN1CCN(S(=O)(=O)c2ccc(NS(=O)(=O)c3ccccc3)cc2)CC1 is listed as -6%, 7%, -15, -6, 0%, ., ., 2%, 6
CCNc1nc(NCC)nc(NS(=O)(=O)c2ccc(N)cc2)n1 is listed as 0%, 11%, 10, 4, 9%, 3%, 0%, -30%[inhibitor], -12

Screening data: PubChem, National Center for Advancing Translational Sciences (NCATS)
